Diaphorase inh: diaphorase inhibition or chemical oxidation counter-screen | diaphorase resazurin-to-resorufin fluorescence, NADH, 16 min; bacterial (C. kluyveri) enzyme, not human | inhibition, % at 20 µM | 190,000 compounds, 0.69% hits | AID 1217;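 active = primary screen inhibition at 20 µM above a set limit, cut at about 50% in these data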;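 note: plate controls were DMSO with full reaction for no effect and wells lacking NADH for full effect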
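Test system: bacterial diaphorase enzyme (C. kluyveri); Quantity: 0.14 U/mL diaphorase, enzyme working solution; Times: reaction incubation of 16 min at room temperature; Measured by: fluorescence of resorufin formed from resazurin, Ex 544/Em 590 nm; Benchmarks: positive control minus NADH, DMSO neutral control.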
TNAP inh noacc: TNAP (human) inhibition, acceptor-free conditions; P05186; purified TNAP, CDP-star luminescence, 30 min; inhibition, % at 20 µM; 200,000 compounds, 0.26% hits;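 active = tissue-nonspecific alkaline phosphatase inhibition above about 50% at 20 µM in the single-dose screen, limit read from the data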;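 note: 0% = DMSO negative control and 100% = EDTA positive control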
Target sequence (P05186 whole entry, looked up): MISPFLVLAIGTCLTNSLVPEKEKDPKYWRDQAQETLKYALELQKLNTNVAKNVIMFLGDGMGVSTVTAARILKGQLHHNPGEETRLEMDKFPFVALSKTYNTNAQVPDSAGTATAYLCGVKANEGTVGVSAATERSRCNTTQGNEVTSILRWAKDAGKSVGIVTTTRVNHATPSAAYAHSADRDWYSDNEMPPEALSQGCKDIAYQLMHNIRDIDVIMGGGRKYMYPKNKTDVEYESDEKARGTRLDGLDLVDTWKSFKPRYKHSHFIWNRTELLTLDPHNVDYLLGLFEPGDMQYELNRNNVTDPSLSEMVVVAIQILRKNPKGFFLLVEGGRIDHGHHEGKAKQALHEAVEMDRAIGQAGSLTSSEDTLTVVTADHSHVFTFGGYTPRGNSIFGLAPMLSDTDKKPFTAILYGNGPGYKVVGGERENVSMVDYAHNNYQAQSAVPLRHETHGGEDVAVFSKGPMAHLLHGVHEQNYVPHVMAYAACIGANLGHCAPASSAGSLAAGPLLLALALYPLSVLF
Diaph act CS: diaphorase activation or chemical reduction counter-screen; AID 1229; activation factor at 20 µM; Diaphorase/resazurin coupled assay, resorufin fluorescence, 16 min; hits give high values; 1 = vehicle wells, 0 = NADH-free wells; 190,000 compounds, 0.005% hits;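 active = diaphorase activity raised at least twofold by the compound at 20 µM; inactive = activation factor below 2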
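Assay system: Purified diaphorase enzyme from Clostridium kluyveri | Amount: Enzyme 0.07 U/mL final | Dosing: Compound 20 µM once, DMSO 1% | Timing: 16 min reaction at room temperature | Detection: Fluorescence, excitation 544 nm and emission 590 nm | Evaluation: Higher resorufin formation from activation or reduction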
PMI act: phosphomannose isomerase (human) activation. P34949. purified human PMI, coupled resazurin fluorescence, 20 min; hits give high values; 1 = vehicle control, 0 substrate-free wells. activation factor at 20 µM. 190,000 compounds, 0.005% hits. AID 1214;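 active = activation factor of 2 or more at 20 µM, relative to plate controls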
Target sequence (P34949 whole entry, looked up): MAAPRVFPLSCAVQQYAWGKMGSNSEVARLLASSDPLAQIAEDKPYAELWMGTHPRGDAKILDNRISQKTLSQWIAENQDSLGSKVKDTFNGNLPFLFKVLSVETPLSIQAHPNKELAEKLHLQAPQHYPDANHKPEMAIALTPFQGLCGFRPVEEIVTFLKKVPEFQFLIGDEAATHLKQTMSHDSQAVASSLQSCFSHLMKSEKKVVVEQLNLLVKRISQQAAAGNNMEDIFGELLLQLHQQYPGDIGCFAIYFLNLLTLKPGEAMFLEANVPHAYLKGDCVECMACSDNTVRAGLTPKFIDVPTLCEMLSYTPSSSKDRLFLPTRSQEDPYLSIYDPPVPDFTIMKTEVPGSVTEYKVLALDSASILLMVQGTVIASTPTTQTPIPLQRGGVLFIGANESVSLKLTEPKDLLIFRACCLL
bIAP inh: blocks bovine intestinal alkaline phosphatase activity. AID 1019. 190,000 tested, under 10 active. inhibition, % at 20 µM. purified bovine IAP, CDP-star luminescence, 30 min;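 active = over 50% inhibition of intestinal alkaline phosphatase at 20 µM in the single-dose screen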
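Assay system: bovine IAP enzyme; medium: DEA buffer 100 mM, pH 9.8, with MgCl2 1.0 mM, ZnCl2 0.02 mM; doses: 20 µM single dose; incubation: enzyme reaction for 30 min at room temperature; detection: CDP-star luminescence signal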
TNAP act hi DEA: TNAP (human) activation, high acceptor. 200,000 tested, under 10 active. activation factor at 20 µM. purified TNAP, CDP-star luminescence, 1 M DEA, 30 min; hits give high values; 0 = EDTA background, 1 = DMSO-only activity. AID 1136;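 active = activation factor at least 2 at 20 µM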
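Control set: EDTA negative control, DMSO positive control / Assay system: human TNAP / Quantity: TNAP 1/800 final / Evaluation: TNAP activation factor scaled between EDTA and DMSO control wells / Measured by: luminescent substrate turnover signal / Compound dosing: one dose, 20 µM / Times: 30 min enzyme reaction at room temperature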
bIAP act: intestinal alkaline phosphatase (bovine) activation; purified bovine IAP, CDP-star luminescence, 30 min; hits give high values; fold of DMSO-control signal, blank-subtracted; activation factor at 20 µM; 200,000 compounds, 0.17% hits;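 active = activation factor of 2 or more at 20 µM, a signal rise over negative controls twice the positive control's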
L major viab: reduces viability of Leishmania major promastigotes. resazurin fluorescence viability. inhibition, % at 10 µM. 200,000 compounds, 9% hits. AID 1063; in the data active = inhibition above about 50%;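 note: promastigotes grown with compound for 44 hours at 28 °C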
PMI act hi M6P: increases human PMI activity with near-saturating mannose 6-phosphate | P34949 | coupled PMI enzyme assay, resazurin fluorescence, 20 min; hits give high values; 1 = untreated enzyme, 0 = substrate-free blank | AID 1216 | activation factor at 20 µM | 190,000 compounds, 0.34% hits;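 active = activation factor of 2 or more at 20 µM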
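Test system: Human PMI in coupled enzyme assay | Input: 15 ng/mL PMI | Medium: HEPES-buffered pH 7.4 with magnesium and detergent | Compound: One concentration, 20 µM, in 1% DMSO | Incubation: Enzyme reaction with compound 20 min at room temperature | Detection: Diaphorase-driven resazurin-to-resorufin fluorescence, excitation 544, emission 590 nm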
TNAP inh hiacc: TNAP (human) inhibition, high acceptor; AID 1135; purified TNAP, CDP-star luminescence, 1 M DEA; 200,000 compounds, 0.03% hits; inhibition, % at 20 µM; P05186;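 active = over 50% inhibition of tissue-nonspecific alkaline phosphatase at 20 µM in the single-dose screen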;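 note: plate controls were DMSO wells for no effect and EDTA-quenched wells as full inhibition for full effect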
* hit, by the source's call; · = no result given.

SMILES	Diaphorase inh	TNAP inh noacc	Diaph act CS	PMI act	bIAP inh	TNAP act hi DEA	bIAP act	L major viab	PMI act hi M6P	TNAP inh hiacc
Cc1ccc(CNC(=O)C2CC(=O)N(c3ccc(OCC(=O)N4CCCC4)cc3)C2)cc1 (centres undefined)	3	-11	1	1	8	1	0.9	3	1	-4
CCOC(=O)CNC(=S)N(Cc1ccccc1)Cc1ccccc1F	9	-5	0.9	1	8	1	0.9	20	1	-2
Cc1nnc(NC(=O)CCCOc2ccccc2)s1	6	-5	0.9	1	9	1.1	0.9	-7	1	-5
CC(C)(C)NC(=O)C(=O)NCc1ccncc1	12	-4	0.9	0.9	-7	1	1.1	78*	1	-4
CCOC(=O)C(=O)Nc1nccs1	-6	-22	1.1	1	-3	1.1	1	-7	1.1	-7
Cc1cc(C)nc(SCc2nnc(SCC(=O)Nc3ccc(C)c(C)c3)o2)n1	1	-18	1	1.1	0	1	1	-5	1.1	-3
COc1ccc(CCNC(=O)CSCc2n[nH]c(=O)[nH]2)cc1OC	16	-8	0.8	1	8	1.1	0.9	0	0.9	-8
O=C(Cc1cccs1)Nc1nnc(-c2ccncc2)s1	12	-10	0.9	0.9	22	1	0.8	-7	1	-1
CN(C)S(=O)(=O)c1cc(NC(=O)CN2CCOCC2)ccc1Cl	17	-10	0.8	1	0	1.1	1	-7	1	-5
Cc1nnsc1SCCNC(=O)c1ccc(F)cc1	9	-5	0.9	0.9	24	1	0.8	-4	0.9	0
Cc1cc(C)c2sc(N(CCN(C)C)C(=O)c3c(F)cccc3F)nc2c1	9	5	0.9	1.1	17	1	0.8	26	1.1	4
Cc1ccc(NC(=O)c2ccc3c(c2)OCCO3)cc1S(=O)(=O)Nc1cccc(Cl)c1	20	-16	0.8	0.7	13	1.1	0.9	41	0.8	-7

Grouped by structure, those above containing four or more nitrogen atoms
SMILES	Diaphorase inh	TNAP inh noacc	Diaph act CS	PMI act	bIAP inh	TNAP act hi DEA	bIAP act	L major viab	PMI act hi M6P	TNAP inh hiacc
Cc1cc(C)nc(SCc2nnc(SCC(=O)Nc3ccc(C)c(C)c3)o2)n1	1	-18	1	1.1	0	1	1	-5	1.1	-3
COc1ccc(CCNC(=O)CSCc2n[nH]c(=O)[nH]2)cc1OC	16	-8	0.8	1	8	1.1	0.9	0	0.9	-8
O=C(Cc1cccs1)Nc1nnc(-c2ccncc2)s1	12	-10	0.9	0.9	22	1	0.8	-7	1	-1

Next part.
SMILES	Diaphorase inh	TNAP inh noacc	Diaph act CS	PMI act	bIAP inh	TNAP act hi DEA	bIAP act	L major viab	PMI act hi M6P	TNAP inh hiacc
Cc1ccccc1NC(=S)NC(C)CCc1ccccc1 (centres undefined)	8	-10	0.9	0.9	10	1	0.9	62*	0.9	3
CC(C)(C)n1nnnc1C(c1ccccn1)N(Cc1ccccc1)Cc1ccc(Cl)cc1 (centres undefined)	15	-7	0.8	0.8	4	1	1	53*	0.9	-2
CCOC(=O)c1ccccc1NC(=O)Cn1cnc2c(nnn2-c2ccc(C)cc2)c1=O	16	-5	0.8	0.9	9	1	0.9	-1	0.9	1
CCc1ccc(OC)c(S(=O)(=O)Nc2ccccc2C)c1	9	-11	0.9	0.9	22	1	0.8	5	0.9	-2
Cc1onc(-c2ccccc2Cl)c1C(=O)NC1CCS(=O)(=O)C1 (centres undefined)	2	15	1	1.1	-2	1	1	-2	1	-4
CN(Cc1ccccc1)c1nc2c(c(=O)n(C)c(=O)n2C)n1CCSc1ncccn1	8	-7	0.9	0.9	4	1	1	-2	0.9	-1
COCCCNC(=O)CCn1c(=O)c2ccccc2n(CC(=O)Nc2c(C)cccc2C)c1=O	10	-9	0.9	0.9	8	1	0.9	-4	0.9	-2
Cc1cc(C)n(-c2ccc(OCC(=O)O)nn2)n1	4	-6	1	1	-11	1	1.1	-4	1.1	0
O=S(=O)(c1ccc(F)cc1)n1ccc(-c2cccc(OCc3ccc(Cl)cc3Cl)c2)n1	15	-12	0.8	1	·	1	0.5	-5	1	-2
COc1ccc(CNS(=O)(=O)NCc2ccccc2)cc1	4	-8	1	1	-18	1	1.2	-1	1	-2
O=C(NNC(=O)c1cccs1)c1ccc(Cl)c([N+](=O)[O-])c1	0	2	1	1	-13	1	1.1	46	1.1	2
CCCOC(=O)CCCC[C@H]1SC[C@@H](NC(=O)OC)[C@H]1NC(=O)OC	6	-7	0.9	1.1	6	1	0.9	2	1	-2
Cc1ccc(C)c(N2CCN(c3cnn(-c4nc5ccccc5s4)c(=O)c3Cl)CC2)c1	3	2	1	0.9	19	1	0.8	32	1	5
O=C(NN1C(=O)C2C3c4ccccc4C(c4ccccc43)C2C1=O)c1ccc(Cl)cc1 (centres undefined)	25	-2	0.8	0.7	10	1	0.9	72*	0.8	-2
Cc1ccc(C(=O)Nc2nc(=O)n(C(=O)c3ccccc3Cl)s2)cc1	9	-3	0.9	1.2	1	1	1	3	1.2	-4
CCc1ccc(NC(=O)C(C)OC(=O)c2ccc(NS(=O)(=O)c3ccc(C)c([N+](=O)[O-])c3)cc2)cc1 (centres undefined)	18	-8	0.8	1	6	1	0.9	64*	1	4
COc1ccc(CC(=O)N(CC2CCCO2)c2nc3ccccc3s2)cc1 (centres undefined)	21	-10	0.8	0.8	43	1	0.6	18	0.8	-3
Cc1ccc(OCC(O)CN2C(=O)NC(C)(C)C2=O)cc1C (centres undefined)	12	-13	0.9	0.9	10	1	0.9	-7	0.9	-3
CC(=O)c1ccc(N2CCN(c3ccc(S(=O)(=O)NCCCN(C)C)cc3[N+](=O)[O-])CC2)cc1	-9	0	1.1	1.1	-3	1	1	100*	1	4
COc1ccc(-c2[nH]c(-c3ccc(Cl)cc3)nc2SCC(=O)Nc2nccs2)cc1	6	-6	0.9	0.8	-18	1	1.2	18	0.9	-1
COCCN=c1scc(-c2cccs2)n1/N=C(\C)c1ccco1	5	9	0.9	1.2	-6	1	1.1	1	1.1	0
CCOc1cc(/C=C/C(=O)Nc2ccc(C(=O)NCCN(CC)CC)cc2)ccc1OCC(C)C	-28	9	1.3	1	-17	1	1.2	53*	1	1
Nc1cc(-c2ccc(Br)cc2)nn1S(=O)(=O)c1ccccc1	13	-8	0.9	1	9	1	0.9	-7	1	-1
CCOC(=O)c1ccc(N2CCN(c3ccccc3F)CC2)c(NC(=O)Nc2ccccc2)c1	25	-118	0.7	1	3	1.1	1	97*	1.1	-14

Among those listed so far, 2 contain a tert-butyl group:
SMILES	Diaphorase inh	TNAP inh noacc	Diaph act CS	PMI act	bIAP inh	TNAP act hi DEA	bIAP act	L major viab	PMI act hi M6P	TNAP inh hiacc
CC(C)(C)NC(=O)C(=O)NCc1ccncc1	12	-4	0.9	0.9	-7	1	1.1	78*	1	-4
CC(C)(C)n1nnnc1C(c1ccccn1)N(Cc1ccccc1)Cc1ccc(Cl)cc1 (centres undefined)	15	-7	0.8	0.8	4	1	1	53*	0.9	-2

Next section.
SMILES	Diaphorase inh	TNAP inh noacc	Diaph act CS	PMI act	bIAP inh	TNAP act hi DEA	bIAP act	L major viab	PMI act hi M6P	TNAP inh hiacc
O=C1C(Cc2ccc(O)cc2)NC(=S)N1c1ccccc1 (centres undefined)	-4	-1	1	1	-8	1	1.1	-5	1	2
Fc1ccccc1OCCCCCN1CCCC1	6	-11	0.9	0.9	5	1	0.9	72*	1	-4
COc1ccc(S(=O)(=O)N2CCCCC2)cc1Br	11	-5	0.9	1	14	1.1	0.9	0	1.1	-6
C/C(=N/OC(=O)c1ccc(C)cc1)c1ccc(N2C(=O)C3CCCCC3C2=O)cc1 (centres undefined)	0	-8	1	1	4	1.1	1	-7	0.9	-7
COc1ccc(NC(=O)/C=C/c2ccc3c(c2)OCO3)cc1	6	-1	0.9	0.9	-3	1	1	-3	0.9	-1
Nc1nc(CN2CCN(Cc3ccccc3)CC2)nc(N2CCCc3ccccc32)n1	-2	-5	1	1.1	-9	1	1.1	24	1	-4
CSc1ncccc1C(=O)NCCc1ccc(Cl)cc1	-4	-4	1	1.2	4	1.1	1	-9	1.2	-7
COC(=O)CCC(=O)Nc1cccc2c(NC(=O)CCC(=O)OC)cccc12	3	-12	1	0.9	2	1	1	-10	1	-2
COc1ccc(C2=NN(CC(=O)NCc3ccco3)C(=O)CC2)cc1	11	-2	0.9	0.9	24	1	0.8	-2	0.9	0
CC1=C(C(=O)Nc2ccccn2)C(c2ccc(Cl)cc2Cl)NC(=S)N1 (centres undefined)	20	-13	0.8	1	6	1	0.9	17	1	-4
CNC(=S)N(CCc1cccc(C)c1)Cc1cc2cc(OC)c(OC)cc2[nH]c1=O	3	-12	1	1	-26	1	1.3	39	1	-4
c1ccc2oc(SCc3cn4ccccc4n3)nc2c1	-1	-8	1	1	9	1.1	0.9	7	1	-7
CCOc1cc(CNc2ccc(N3CCOCC3)cc2)cc(Br)c1OCC	17	-4	0.8	0.9	6	1	0.9	-1	0.9	-1
Cc1ccc(NC(=O)CSc2nnc(CNC(=O)c3cccs3)o2)c(C)c1	18	-2	0.8	1	-8	1	1.1	-7	1	-2
O=C(Nc1ccccc1F)c1ccc(OCc2ccccc2)cc1	10	-11	0.9	1	10	1	0.9	-7	1.1	-4
CC(NC(=O)c1ccccc1NS(C)(=O)=O)c1ccccc1 (centres undefined)	12	-6	0.9	0.9	4	1	1	-4	0.9	2
CCc1ccc(C(=O)COC(=O)c2cc([N+](=O)[O-])ccc2NCCO)cc1	21	2	0.8	0.9	10	1	0.9	21	0.9	-1
O=C(Oc1ccccc1N1C(=O)C2CCCCC2C1=O)c1ccccc1F (centres undefined)	11	7	0.9	0.9	-24	1	1.2	34	0.9	2
Cc1ccc2[nH]c3c(c2c1)CN(C)CC3	17	2	0.8	1	17	1	0.8	-3	0.9	-1
CCC(Sc1nncn1C)C(=O)Nc1nnc(-c2ccccc2Cl)s1 (centres undefined)	12	-9	0.9	0.9	10	1.1	0.9	6	0.9	-6
O=C(Nc1cccc2c1CCCC2)C1CCN(C(=O)NC2CCCCC2)CC1	16	-16	0.8	1	12	1.1	0.9	1	1	-8
CCOC(=O)C1CCN(C(=O)CN2C(=O)C(CC)Oc3ccccc32)CC1 (centres undefined)	14	-6	0.9	0.9	10	1	0.9	-8	0.9	0
O=C(c1ccccn1)N1CCN(S(=O)(=O)c2ccccc2)CC1	6	-11	0.9	1	6	1	0.9	-6	1	-2
Nn1c(SCC(=O)Nc2cc(S(=O)(=O)N3CCOCC3)ccc2Cl)nnc1-c1cccnc1	9	-5	0.9	1.1	3	1	1	0	1	2
CCOC(=O)c1sc2nc(C)n(N)c(=O)c2c1C	5	-5	1	1.1	-3	1.1	1	14	0.9	-8
CCC(Cc1ccccc1)NC(=O)CSc1ccsc1[N+](=O)[O-] (centres undefined)	0	2	1	1	13	1	0.9	-2	1.1	-4

Assay outcomes deposited in PubChem by several laboratories.
